APJ ag = activates the human apelin receptor APJ | P35414 | CHO-K1 APJ PathHunter beta-arrestin, luminescence; 0% DMSO wells, 100% apelin | activation, % at 20 µM | 0.11% of 330,000 active | AID 2520;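 active means activation more than six SD over the plate average, tested at 20 µM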;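 further: 0% = DMSO alone and 100% = apelin-13 at 10 nM; some results filed as inactive read as strong as hits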
Target sequence (P35414 whole entry, looked up): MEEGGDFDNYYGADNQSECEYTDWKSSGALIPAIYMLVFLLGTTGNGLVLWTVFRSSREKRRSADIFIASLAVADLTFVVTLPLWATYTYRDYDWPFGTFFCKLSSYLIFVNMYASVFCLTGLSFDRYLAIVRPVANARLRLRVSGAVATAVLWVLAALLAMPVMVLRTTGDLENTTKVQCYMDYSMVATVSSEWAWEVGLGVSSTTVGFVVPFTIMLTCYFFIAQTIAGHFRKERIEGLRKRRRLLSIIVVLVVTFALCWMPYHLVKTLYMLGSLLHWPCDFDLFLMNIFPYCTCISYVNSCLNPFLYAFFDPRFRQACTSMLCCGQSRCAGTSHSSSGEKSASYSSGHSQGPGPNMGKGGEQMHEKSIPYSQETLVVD
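Test system: CHO-K1 APJ beta-arrestin complementation cell line. Amount: cell density 1000 per well. Controls: DMSO negative, 10 nM Apelin-13 positive. Signal: luminescent beta-gal fragment complementation, chemiluminescent substrate. Read-out basis: agonist-driven arrestin binding to APJ. Timing: compound stimulation 90 min at 25 °C, detection 60 min.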
UPR CHOP act = apoptotic UPR (CHOP) activation. CHO-CHOP luciferase reporter, luminescence; percent of tunicamycin response over DMSO baseline. activation, % at 10 µM. AID 449763. 0.34% of 330,000 active;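 active means at 10 µM dose, activation of 40% or more, normalized to positive control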;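 further: 100% = tunicamycin at 10 µg/mL and 0% = DMSO alone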
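Assay system: CHO cells with stable CHOP pathway luciferase reporter; Buffer or medium: F12 plus 10% serum; Times: 16-18 h cell attachment, then 6 h compound exposure, 37 °C; Signal: luciferase luminescence; Read-out basis: percent activation relative to tunicamycin control; Control set: tunicamycin high control, DMSO low control.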
NALP3 yeast inh = NALP3 inhibition in yeast; Yeast reconstituted NLRP3/ASC/caspase-1, beta-gal luminescence, 24 h; inhibition, % at 10 µM; 0.39% of 330,000 active; AID 2825;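 active means inhibition of 50% or more; inactive means inhibition below 50%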;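 further: plate controls were induced DMSO wells for no effect and uninduced yeast grown without galactose for full effect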
Mdm2 MdmX PPI = human Mdm2/MdmX binding inhibition | 3% of 330,000 active | SaOS-2 split-luciferase Mdm2/MdmX complementation, luminescence | inhibition, % at 8 µM;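 active means inhibition of at least 50% at 8 µM in the primary screen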
UPR XBP1 act = adaptive UPR (XBP1) activation; 0.33% of 330,000 active; CHO-XBP1 luciferase reporter, IRE1-XBP1 UPR activation, luminescence; percent of tunicamycin response, DMSO as zero; activation, % at 20 µM; AID 463104;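 active means versus positive control, 20 µM dose yields 30% or more activation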;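 further: 100% = tunicamycin at 10 µg/mL and 0% = DMSO only wells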
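Material – CHO cell line with stable XBP1 luciferase reporter · Buffer or medium – F12 plus 10% FBS · Compound – single point, 20 µM final compound, 1% DMSO · Schedule – 16-18 h cell attachment at 37 °C, then 6 h compound exposure · Signal – Steady-Glo luminescence read · Benchmarks – high control tunicamycin 10 µg/mL final, low control DMSO vehicle only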
TIM10 inh = growth inhibitors of TIM10 yeast strain; S. cerevisiae TIM10 strain growth, BacTiter-Glo luminescence, 24 h; inhibition, % at 10 µM; 1.4% of 330,000 active; AID 463195;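 active means inhibition of 40% or more at the single tested concentration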;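 further: wild-type TIM10 isogenic control strain grown at permissive 25 °C; 0% = DMSO yeast wells and 100% = minimal medium wells without yeast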
NR3A LBD binder = modulates the human NR3A ligand-binding domain. NR3A LBD differential scanning fluorimetry, Tm shift; 0% = protein alone, 100% = glycine-bound protein. Tm shift relative to glycine control, % at 25 µM. 2.5% of 340,000 active. AID 1259313;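 active means melting temperature shift of at least 10% of the positive control shift, at one fixed dose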
tim23-1 inh = tim23-1 yeast growth inhibition; S. cerevisiae tim23-1 growth, BacTiter-Glo luminescence, 24 h; inhibition, % at 20 µM; 1.3% of 330,000 active;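 active means growth inhibition of the mutant yeast at or above 50%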;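 further: temperature-sensitive mutant grown at 25 °C; plate controls were DMSO-treated mutant yeast for no effect and medium wells lacking yeast for full effect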
tim10-1 inh = growth inhibitors of tim10-1 mutant yeast. inhibition, % at 20 µM. 2.2% of 330,000 active. AID 463190. S. cerevisiae tim10-1 ts strain growth, BacTiter-Glo, 24 h;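 active means inhibition of at least 40%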;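 further: mutant grown at 25 °C; 0% = DMSO wells with yeast and 100% = wells holding no yeast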
* = called active by the depositor; · = no result given.

The first two records (preview)
SMILES	APJ ag	UPR CHOP act	NALP3 yeast inh	Mdm2 MdmX PPI	UPR XBP1 act	TIM10 inh	NR3A LBD binder	tim23-1 inh	tim10-1 inh
COc1ccc(N(Cc2cc3ccccc3[nH]c2=O)S(C)(=O)=O)cc1	2	-0.9	3	14	-1	-7	1	20	7
COc1cc(C(=O)NCCCn2ccnc2)cc(OC)c1OC	-3	-0.7	3	13	-2	-7	-1	-2	-3

All compounds of this part, from the start:
SMILES	APJ ag	UPR CHOP act	NALP3 yeast inh	Mdm2 MdmX PPI	UPR XBP1 act	TIM10 inh	NR3A LBD binder	tim23-1 inh	tim10-1 inh
COc1ccc(N(Cc2cc3ccccc3[nH]c2=O)S(C)(=O)=O)cc1	2	-0.9	3	14	-1	-7	1	20	7
COc1cc(C(=O)NCCCn2ccnc2)cc(OC)c1OC	-3	-0.7	3	13	-2	-7	-1	-2	-3
CCOC(=O)c1cc(C(=O)c2cc(Cl)ccc2O)coc1=N	-3	0.9	8	-23	-1	7	-5	5	-1
COc1ccc(C(=O)C2CCCN(C(=O)CCC3=NNC(=O)CC3)C2)c(C)c1 (stereo unspecified)	0	-0.8	-2	-19	-1	-9	1	11	-1
COc1ccc(CCN(C)CC(O)COc2ccc(C(C)=O)cc2OC)cc1OC (stereo unspecified)	-1	0.4	6	2	2	-6	0	11	17
COc1cccc(N(CC(=O)NCC2CCCO2)C(=O)CCC(=O)Nc2nccs2)c1 (stereo unspecified)	9	0.5	19	-38	-1	9	0	4	5
Cc1ccc(NC(=O)CSc2nnc(CNC(=O)c3cccs3)o2)cc1	-1	-1.7	8	11	0	-7	-1	-5	8
O=C(CSC1=NC(=O)C(Cc2ccccc2)C(=O)N1)NC1CCCCC1 (stereo unspecified)	-1	-0.6	16	1	-1	10	1	10	22
Cc1ccc(SCC(=O)NCCN2C(=O)CSC2=O)cc1C	0	2.7	15	-10	0	6	5	8	-10
COc1ccc([C@H]2[C@@H](C#N)[C@H](C#N)N3CCCN23)cc1	-2	-0.6	2	-15	0	12	-2	10	4
COC(=O)c1cc(NC(=O)C2COc3ccccc3O2)cc(C(=O)OC)c1 (stereo unspecified)	2	0.7	13	29	0	11	-2	15	39
COc1ccc(CCNC(=O)c2coc(=O)c(Br)c2)cc1	-1	116*	32	44	-1	7	3	6	27
COc1cccc(CC(=O)OCC(=O)NC2(C#N)CCCCC2)c1	4	-0.5	17	40	-2	12	1	16	10
COc1ccc(Cl)cc1Nc1nc2ccc(C)cc2n2cnnc12	-3	21	5	55*	54*	12	-2	8	2
COc1ccccc1N1CCN(C(=O)CCNS(=O)(=O)c2ccc3c(c2)CCC(=O)N3)CC1	1	0.5	6	31	0	-11	-2	-7	11
CCOC(=O)C1C(=O)CC(C)(O)C(C(=O)OCC)C1c1ccc(Br)o1 (stereo unspecified)	-2	-0.9	10	-9	-3	17	-1	34	25
COc1ccc(COc2cc(-c3cccc(OC)c3)nc3ccc(NC(C)=O)cc23)cc1	3	1.7	11	-15	0	8	0	12	0
CN(C)c1ccc(Nc2cc(Cl)ncn2)cc1	1	6.5	18	6	-1	-4	1	-3	-8
Cc1noc(C)c1CSCC(=O)N(C)CC(=O)Nc1ccc(Cl)c(Cl)c1	-7	0.0	-5	5	-1	5	-2	-1	10
N=C1C(c2ccccc2)=C(O)CN1c1cccc(S(=O)(=O)NCc2ccco2)c1	-2	3.0	26	17	0	5	-1	-3	-12
CCOc1ccc(Cl)cc1S(=O)(=O)N1CCC(C(=O)NCc2cccnc2)CC1	-1	1.4	10	21	-8	-5	-2	-11	5
CCCCn1c(N)c(N(CCOC)C(=O)c2ccc(C)c(S(=O)(=O)N3CCOCC3)c2)c(=O)[nH]c1=O	3	-0.4	-2	-5	-2	3	1	8	4
CCOc1ccc(Oc2ccc(C(F)(F)F)cc2NC(=O)C2=COCCO2)cc1	-5	-0.1	15	5	-1	12	-3	9	10
O=C(CSc1nc(-c2ccccc2)nc2ccc(F)cc12)Nc1cccc(C(=O)O)c1	-3	-0.9	-4	-4	-2	5	12*	21	5
COc1ccccc1N1CCN(C(=O)C2CCC(CNS(=O)(=O)c3ccc(NC(C)=O)cc3)CC2)CC1 (stereo unspecified)	1	-1.7	-13	23	-9	-14	-1	2	12
COc1cccc(C(=O)Nc2cccc(C(C)=O)c2)c1	-2	1.8	25	-10	1	8	1	2	12
COc1ccccc1NC(=O)/C=C/c1ccc(OC)c(S(=O)(=O)N2CCOCC2)c1	-3	2.5	3	2	0	6	-3	6	7
CC(C)C(=O)N1CCC2(CC1)Oc1ccc(F)cc1C(=O)C21CC(c2cccnc2)=NO1 (stereo unspecified)	-3	0.0	-3	25	-2	-12	·	-9	3
CCCCC(=O)NC(c1cccs1)c1cc(Cl)c2cccnc2c1O (stereo unspecified)	-6	-1.6	20	85*	0	13	-4	44	23
CC(=O)c1ccc(N2CCN(C(=O)c3cc(-c4cccnc4)nc4ccc(Br)cc34)CC2)cc1	-3	1.4	15	30	-3	15	-5	10	34

Part of the list above in order of heavy-atom count, low to high.
SMILES	APJ ag	UPR CHOP act	NALP3 yeast inh	Mdm2 MdmX PPI	UPR XBP1 act	TIM10 inh	NR3A LBD binder	tim23-1 inh	tim10-1 inh
COc1ccc(CCNC(=O)c2coc(=O)c(Br)c2)cc1	-1	116*	32	44	-1	7	3	6	27
O=C(CSC1=NC(=O)C(Cc2ccccc2)C(=O)N1)NC1CCCCC1 (stereo unspecified)	-1	-0.6	16	1	-1	10	1	10	22
CCCCn1c(N)c(N(CCOC)C(=O)c2ccc(C)c(S(=O)(=O)N3CCOCC3)c2)c(=O)[nH]c1=O	3	-0.4	-2	-5	-2	3	1	8	4

Other structures follow.
SMILES	APJ ag	UPR CHOP act	NALP3 yeast inh	Mdm2 MdmX PPI	UPR XBP1 act	TIM10 inh	NR3A LBD binder	tim23-1 inh	tim10-1 inh
O=C(Nc1ccc(OCC(=O)N2CCOCC2)cc1)c1cccc(Cl)c1	0	4.4	6	39	-2	-6	3	0	3
C=CCn1c(SCC(=O)N2CCOCC2)nc2ccccc2c1=O	-2	-3.2	10	17	-1	-4	-1	0	3
Cc1ccc(-n2c(Cc3cccs3)nnc2SCC(=O)Nc2ccc(F)c(F)c2)cc1	-2	-2.1	0	25	-2	7	-9	12	16
O=C(NCCc1ccccc1)c1nc(CS(=O)(=O)c2ccc(Cl)cc2)no1	-2	-0.2	7	7	-2	4	-2	3	8
CC1CCc2c(sc(NC(=O)c3c([N+](=O)[O-])cnn3C)c2C(N)=O)C1 (stereo unspecified)	-10	0.6	1	17	-3	13	-7	11	19
COC(CNC(=O)c1ccc2c(c1)ncn2-c1ccc(C)cc1C)OC	-4	0.8	21	14	0	-3	-7	9	18
CN1C(=O)c2ccc(NC(=O)CSc3ccccc3)cc2C1=O	0	3.1	10	9	2	2	1	16	22
CCOC(=O)c1cc2c(C(F)(F)F)cc(-c3cccnc3)nc2o1	-2	-3.3	25	-7	-5	-7	0	-7	-8
O=C(CN1C(=O)CCS(=O)(=O)c2ccccc21)NCc1ccc2c(c1)OCO2	1	-3.3	20	28	-3	-3	1	-1	-6
Clc1cccc2sc(N3CCN(c4ccccc4)CC3)nc12	1	2.9	24	4	1	14	18*	18	2
Cc1cc(C)c(C(=O)N2CCCC(CNS(=O)(=O)c3cccs3)C2)o1 (stereo unspecified)	-6	-0.9	-2	-21	-1	4	2	22	13
C=CCNC(=O)c1onc(CSc2ccc(F)cc2)c1C(=O)NCCOC	5	0.4	22	11	-1	5	-1	16	14
COc1cc(NC(=O)C2CCCN2C(=O)C2CCC(C)CC2)cc(OC)c1OC (stereo unspecified)	-1	-0.5	24	-34	0	5	1	13	2
Cc1ccc(S(=O)(=O)NCCCCCC(=O)N(C)C)cc1	3	1.4	1	4	0	1	2	15	12
Cc1ccc(S(=O)(=O)N2CCCC(C(=O)N3CCN(C)CC3)C2)cc1 (stereo unspecified)	-2	0.7	8	17	-3	2	5	4	7
Cc1ccc(CSc2nnc(-c3ccccn3)n2N)cc1	-4	2.7	27	20	0	4	0	45	22
Cc1ccc(-n2c(=O)[nH]c3c(C(N)=O)nc(C(C)C)nc32)cc1	-3	1.2	20	11	1	8	-5	19	26
COCC(=O)Nc1cc(Cl)ccc1C(F)(F)F	-1	1.2	2	-22	2	1	·	-1	-10
Cc1cc(NC(=O)c2ccc(S(=O)(=O)N(C)C)cc2)n(-c2ccccn2)n1	1	2.4	-18	17	8	23	0	3	19
COCCn1nnnc1C(c1cc2cccc(C)c2[nH]c1=O)N1CCN(c2ccccc2F)CC1 (stereo unspecified)	0	0.8	12	17	3	-14	3	7	-2
CC(=O)c1cc2c(cc1NC(=O)CCc1ccccc1)OCO2	-2	1.7	20	-41	2	34	5	14	33
CCOc1cccc2sc(=NC(=O)CCS(=O)(=O)c3ccc(F)cc3)n(C)c12	-1	0.2	13	-5	-4	12	1	27	25
COc1ccccc1C(=O)N/C(=C\c1ccc(Br)cc1)C(=O)NCCO	-4	-1.8	17	-11	0	19	-1	-18	6
CC(C)(C)c1ccc(OCCC(=O)Nc2cccc(S(=O)(=O)N3CCCC3)c2)cc1	15	-0.8	15	9	-2	11	-2	20	30
COc1ccc(CNC(=O)c2ccc3nccnc3c2)cc1	-7	-0.7	19	20	-2	1	-2	-4	-4
COc1ccc(C(=O)NC(=S)NNC(=O)c2cnccn2)cc1OC	1	-1.8	6	34	0	19	10	-3	12
CCOC(=O)C1CCN(c2ccc(C(=O)O)cc2[N+](=O)[O-])CC1	-3	0.0	31	0	-1	-4	0	6	5
COC(=O)/C=C1\SC(=NC(=O)c2cccc([N+](=O)[O-])c2)NC1=O	1	-0.4	-3	0	-6	7	13*	5	-24
Cc1cccc(C)c1NC(=S)NNc1ncc(C(F)(F)F)cc1Cl	-5	-1.6	9	6	-5	12	0	11	16
CC1CC(CCC(=O)NC(=S)Nc2ccc(S(N)(=O)=O)cc2)C(=O)O1 (stereo unspecified)	0	-0.4	8	24	0	-4	-1	6	5
COc1cc(C(=O)NNC(=O)c2ccccc2OCc2c(C)noc2C)cc(OC)c1OC	-1	-0.2	-5	-21	3	11	0	-3	16
c1ccc(-c2nnsc2-c2nc3ccccc3[nH]2)cc1	-3	1.3	13	-2	0	19	5	11	3
CN(/C(=N/S(=O)(=O)c1cccs1)c1ccccc1)c1ccc(O)cc1	0	-1.4	-5	5	-1	-13	0	5	2
Cc1ccc(/C(N)=N/OC(=O)COc2ccccc2Cl)cc1	-4	4.0	26	-59	0	40	-16	50	61*
Cc1ncsc1C(=O)N1N=C2/C(=C/c3ccc(N4CCOCC4)cc3)CCCC2C1c1ccc(N2CCOCC2)cc1 (stereo unspecified)	-5	2.5	3	2	3	21	-1	38	22
O=C(NCC1CC1)Nc1ccccc1F	-5	2.0	5	-15	4	7	1	26	-8
O=C(NC1CCCC1)C(c1ccsc1)N(C(=O)Cc1cccs1)c1cccc(F)c1 (stereo unspecified)	-5	-1.0	12	2	-1	-17	4	5	4
CC(NC(=O)CSc1nnc(-c2cccnc2)n1N)c1ccccc1 (stereo unspecified)	-6	-2.3	2	-14	-3	-32	0	14	-1
Cc1ccccc1C(=O)Oc1ccc(-c2csnn2)cc1	-4	3.2	15	-5	6	2	-1	14	12

Screening results: PubChem, Sanford-Burnham Center for Chemical Genomics
